Screening data (PubChem)
STK33 inh: blocks human STK33 kinase activity; purified STK33, MBP phosphorylation, ADP-Glo luminescence; inhibition, % at 10 µM; actives 0.073% (n = 320,000); AID 2661; Q9BYT3;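 active = inhibition at or above 25%, using the most active replicate where run in duplicate; inactive = inhibition below 25%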
Kir21 inh: Kir2.1 (mouse) channel inhibition. actives 0.85% (n = 310,000). B-score at 10 µM. AID 1672. P35561. HEK293-Kir2.1, FluxOR thallium flux fluorescence; stronger effect = lower value;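 active = fluorescence ratio B-score at or below minus 3 SD of library scores, with starting-brightness B-score within 2 SD, cut at about -4.2 in these data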;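 note: channel flux triggered by added potassium and thallium sulfate stimulus; B-score of peak minus minimum fluorescence over baseline after thallium stimulus; more negative B-score means stronger Kir2.1 block with less thallium influx; some compounds called inactive have numbers as strong as hits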
KCNQ2 block: KCNQ2 channel blockers in CHO-K1 cells – cell-based, FluxOR thallium flux, B-score, primary screen (AID 2156). B-score at 10 µM. 20 min; stronger effect = lower value. actives 1.1% (n = 310,000). O88943;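 active = fluorescence ratio B-score at most minus 3 library SDs, with starting brightness B-score within 2 library SDs, cut at about -5.5 in these data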
Target sequence (O88943 whole entry, looked up): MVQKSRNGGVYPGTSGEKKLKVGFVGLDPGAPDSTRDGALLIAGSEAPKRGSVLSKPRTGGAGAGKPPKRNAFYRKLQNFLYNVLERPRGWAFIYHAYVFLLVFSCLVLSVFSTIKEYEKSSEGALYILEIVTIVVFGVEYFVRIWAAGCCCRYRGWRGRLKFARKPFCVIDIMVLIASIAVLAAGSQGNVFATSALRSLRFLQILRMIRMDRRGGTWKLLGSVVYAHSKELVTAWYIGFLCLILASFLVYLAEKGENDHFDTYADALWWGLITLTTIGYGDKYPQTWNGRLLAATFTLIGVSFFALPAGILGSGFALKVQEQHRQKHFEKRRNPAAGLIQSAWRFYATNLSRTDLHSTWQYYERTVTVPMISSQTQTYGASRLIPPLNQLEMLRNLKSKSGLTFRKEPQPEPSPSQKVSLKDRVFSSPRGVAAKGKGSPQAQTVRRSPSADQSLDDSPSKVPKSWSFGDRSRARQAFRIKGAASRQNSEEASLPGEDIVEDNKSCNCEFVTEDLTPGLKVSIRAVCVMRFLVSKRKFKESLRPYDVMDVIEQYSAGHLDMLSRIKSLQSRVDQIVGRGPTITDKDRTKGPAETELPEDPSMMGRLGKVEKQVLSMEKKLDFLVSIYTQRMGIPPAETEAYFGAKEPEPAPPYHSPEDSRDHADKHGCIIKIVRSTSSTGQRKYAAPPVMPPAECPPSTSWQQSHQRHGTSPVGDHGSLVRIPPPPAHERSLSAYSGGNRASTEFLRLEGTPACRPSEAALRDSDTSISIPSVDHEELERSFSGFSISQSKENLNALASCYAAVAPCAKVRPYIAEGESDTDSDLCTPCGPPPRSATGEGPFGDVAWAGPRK
The depositor's hits bear a star; i = inactive; / = no result given; & = joins results of further samples. Not a hit list, and some 1.9% of all compounds hit somewhere here.

Order of values – Kir21 inh, STK33 inh, KCNQ2 block
Cc1ccc(-c2cc(C(F)(F)F)n3ncc(C(=O)O)c3n2)cc1
→ 1.4, /, i
CNS(=O)(=O)c1cccc(C(=O)OCC(=O)Nc2ccc(Cl)cn2)c1
→ 0.83, 0.7, i
CCOc1cc(/C=C/C(=O)Nc2ccc(C(=O)NCCN(CC)CC)cc2)ccc1OCC(C)C
→ -1.6, -0.6, i
Cc1cc(C)c(S(=O)(=O)Nc2ccc(O)c(Sc3ncn[nH]3)c2)cc1C
→ -1.7, -0.1, i
CCOC(=O)CON1C(=O)C(=O)N(OCC(=O)OCC)C2CCCCC21 (stereo not given)
→ 1.1, 0.0, i
COc1ccccc1OCCC(=O)OCC(=O)c1[nH]c(C)c(C(C)=O)c1C
→ 2.1, -0.7, i
CCN(Cc1ccncc1)C(=S)Nc1ccccc1
→ 0.58, -1.0, i
Cc1c(C(=O)OC(C)C)[nH]c2c1C(=O)CCC2
→ 0.31, 0.6, i
CCNC(=O)c1cccc(NC(=O)CC2SC(N3CCCCC3)=NC2=O)c1 (stereo not given)
→ 0.51, -0.1, i
CCc1cccc(CC)c1NC(=O)c1cc(CN2C(=O)c3ccccc3C2=O)ccc1OC
→ -0.28, -0.5, -8*

(further entries)
Order of values – Kir21 inh, STK33 inh, KCNQ2 block
Cc1ccc2cccc(OC(=O)/C=C\c3ccccc3)c2n1
→ 0.4, 2.2, i
CCOC(=O)C1=C(C)N=c2s/c(=C\c3ccc(C(=O)O)cc3)c(=O)n2C1c1ccc(F)cc1 (stereo not given)
→ -1.2, -3.8, i
COCc1cc(C)nc(SCC(=O)c2ccc(O)c(O)c2)c1C#N
→ 0.15, -0.2, i
CCOc1ccccc1NC(=O)CN(C)S(=O)(=O)c1cnc[nH]1
→ 0, -0.3, i
Cc1cc(C)c2nc(NNC(=O)c3ccc(S(=O)(=O)N4CCCC(C)C4)cc3)sc2c1 (stereo not given)
→ -0.39, 0.1, i
COc1ccc(CCn2c(N3CCOCC3)nc3c2c(=O)[nH]c(=O)n3C)cc1
→ 0.94, -2.3, i
Cc1ccccc1NS(=O)(=O)c1ccc(C)c(C(N)=O)c1
→ -1.5, -0.2, i
CCN(CC)CCNC(=O)COc1ccc(OC)cc1
→ 0.04, -1.8&-1.3, i
CC(C)Oc1ccc(CNC(=S)Nc2ccccc2)cc1Cl
→ -0.46, -0.6, i
O=C(N=C1N=C2C=CC=CN2Cc2ccccc21)c1ccc(S(=O)(=O)N2CCOCC2)cc1
→ 1.2, -0.3, i

Continued:
Order of values – Kir21 inh, STK33 inh, KCNQ2 block
COC(=O)CCC(=O)Oc1ccc(OC(=O)CCC(=O)OC)cc1
→ -0.56, 0.2, i
CC(C)CN(CC(C)C)S(=O)(=O)N1CCC(C(=O)NCc2ccc(F)cc2)CC1
→ 0.45, 0.1, i
CCOC(=O)c1cnc(SCC(=O)c2ccc(C)cc2)nc1N
→ -0.04, -1.6, i
CS(=O)(=O)CCC(C(=O)N1CCOCC1)N1C(=O)c2cc(Cl)c(Cl)cc2C1=O (stereo not given)
→ 0.41, /, i
COc1ccccc1-c1nc2n(n1)C(c1ccc(Cl)cc1)C(C(N)=O)=C(C)N2 (stereo not given)
→ -0.09, 0.5, i
Cc1ccc(NC(=O)C(=O)NN=C2CCCC2)cc1C
→ 0.38, -0.3, i
CCCc1cc(N2CCCC(C(=O)Nc3c(OC)cccc3OC)C2)n2ncnc2n1 (stereo not given)
→ -1.6, 0.3, i
O=C(NN(CC(O)COc1ccccc1)CC(O)COc1ccccc1)c1ccccc1 (stereo not given)
→ -0.54, 0.2, i
COc1ccc(CCN2CC(C(=O)NCc3nc(C)c(C)s3)CCC2=O)cc1 (stereo not given)
→ 0.51, -0.3, i
N#CCC(=O)N1CCN(C=O)CC1
→ -0.64, -0.7, i

Going on with the list:
Order of values – Kir21 inh, STK33 inh, KCNQ2 block
CCCCN(C(=O)c1cc(CC)c(C)s1)c1c(N)n(CC(C)C)c(=O)[nH]c1=O
→ 0.61, -0.2, i
c1ccc2c(CSc3ncnc4nc[nH]c34)cccc2c1
→ -1.8, 1.6, i
N/N=C1\CCCc2c1[nH]c1ccc([N+](=O)[O-])cc21
→ -0.77, 0.7, i
COC(=O)c1cc(S(=O)(=O)NCc2cccc(OC)c2)cn1C
→ -0.56, -1.4, i
O=c1n(-c2ccccc2)c(=O)n2n1CCCC2
→ 2, 0.3, i
O=C1NC(NS(=O)(=O)c2ccc(Cl)cc2)(C(F)(F)F)C(=O)N1c1ccccc1 (stereo not given)
→ -0.6, 1.9, i
C[C@@H]1CC=C[C@H]2[C@H]1C(=O)N(Cc1ccccc1)[C@H]2c1cccc([N+](=O)[O-])c1
→ 0.73, 1.7, i
Cn1c(=N)n(CC(O)c2cccs2)c2ccccc21 (stereo not given)
→ 0.62, 0.1, i
Cc1ccc(S(=O)(=O)N2CCN(C(=O)N3CCOCC3)CC2)c(C)c1
→ -0.56, -0.4, i
CC1(C)CC(=O)C(C=NCCN2CCN(C(=O)CC3CCCC3)CC2)=C(O)C1
→ -0.85, /, i

Additional entries.
Order of values – Kir21 inh, STK33 inh, KCNQ2 block
CS(=O)(=O)c1ccc(-c2cccc(NC(=O)COc3ccc(Cl)cc3)c2)nn1
→ -1.3, 0.3, i
CN(CC(=O)NCc1cccs1)S(=O)(=O)c1cccc2cccnc12
→ 0.18, 1.3, i
COc1ccc(CCNc2oc(-c3ccc(C)cc3)nc2C#N)cc1OC
→ -0.71, -0.7, i
Cc1cc(/C=N/NC(=O)c2ccccc2F)c(C)n1-c1ccccc1
→ 1.7, 0.2, i
O=C(CNC(=O)c1ccccc1F)OCC(=O)N1CCCCC1
→ -0.53, -2.4, i
COc1ccc(C2C(C(=O)c3cccs3)=C(O)C(=O)N2CCN2CCOCC2)c(OC)c1 (stereo not given)
→ -0.14, 0.6, i
N#Cc1ccccc1NC(=O)Nc1cccc(Cl)c1
→ 0.62, -0.8, i
COc1ccc(CNCCc2ccccc2)cc1OCC(N)=O
→ 0.8, 0.6, i
C#Cc1cccc(NC(=O)c2ccc(Cl)cc2Cl)c1
→ 0.76, 0.1, i
CC(=O)Nc1cc(Cl)c(N=Cc2ccc(O)cc2O)cc1Cl
→ 0.59, -1.2, i

The listing continues.
Order of values – Kir21 inh, STK33 inh, KCNQ2 block
CCOC(=O)C1=C(C)OC(N)=C(C#N)C1C1CCCCC1 (stereo not given)
→ -0.02, 0.5, i
COc1ccc(N2C(=O)C(CC(=O)Nc3ccc(Cl)cc3)N(NC(=O)c3cccc(F)c3)C2=S)cc1 (stereo not given)
→ 1.4, -1.7, i
CN(C)c1nc(NCc2ccccc2)nc(SCC(=O)Nc2ccccc2Cl)n1
→ -1.5, -0.5, -6.9*
CC(NC(=O)Nc1cccc([N+](=O)[O-])c1)(C(F)(F)F)C(F)(F)F
→ 0.58, -0.9, i
COc1ccc(C(=O)COC(=O)CNS(=O)(=O)c2ccc(C)cc2)cc1
→ 0.24, -1.9, i
COc1ccc(CC2(CO)CCN(Cc3ccc(NC(C)=O)cc3)CC2)cc1
→ 1.9, -1.5, i
CC1(C(=O)O)CCC(C(=O)Nc2ccc(S(N)(=O)=O)cc2)C1(C)C (stereo not given)
→ 0.7, -2.7, i
COC(=O)CSc1nc(C2CC2)cc(C(F)(F)F)c1C#N
→ -2, 0.7, i
Cc1cc(N/N=C/c2cccc(Br)c2)nc2ccccc12
→ -1, -1.0, i
COc1ccc(-c2nc(N)n[nH]2)cc1OC
→ 1, 0.8, i

Next section.
Order of values – Kir21 inh, STK33 inh, KCNQ2 block
Cc1ccccc1C(=O)Oc1ccc(-c2csnn2)cc1
→ -1.5, -0.5, i
Cc1ccc(Cl)cc1N1CCN(CC(O)COC(C)C)CC1 (stereo not given)
→ 2, 0.6, i
CCCC(C)NC(=O)COc1ccc(S(=O)(=O)c2ccc(OCC(=O)NC(C)CCC)cc2)cc1 (stereo not given)
→ 0.54, -1.2, i
CCCNC(=S)NNC(=O)c1cc(-c2cccnc2)nc2ccccc12
→ -0.92, -0.3, i
Cc1ccc(C(=O)N2CCN(Cc3ccccc3)CC2)o1
→ 0.97, -1.0, i
COc1ccccc1N1CCN(C(=O)c2ccc(C(C)(C)C)cc2)CC1
→ -0.17, -0.7, i
Cc1ccc(S(=O)(=O)N2CCOCC2)cc1C(=O)NCc1cccs1
→ -1.4, -0.6, i
O=C(N1CCCCC1)C12CC3CC(C1)CC(C(=O)N1CCCCC1)(C3)C2
→ 0.53, -1.0, i
CCN(CC)CCOC(=O)c1ccc([N+](=O)[O-])cc1
→ 1.1, 4.1, i
CC(C)CC(=O)N(c1nnc(-c2cccnc2)s1)C1CCCC1
→ 0.74, 0.3, i

(continued)
Order of values – Kir21 inh, STK33 inh, KCNQ2 block
COc1ccc(C2/C=C\CN(S(=O)(=O)/C=C/c3ccccc3)[C@H](Cc3ccccc3)C(=O)N2Cc2ccc(F)cc2)cc1 (stereo not given in full)
→ 3.3, 1.0, i
COc1ccccc1N1CCN(C(c2cccs2)C(C)NC(=O)c2cccnc2)CC1 (stereo not given)
→ -0.02, 0.9, i
C/C(=N\NC(=O)C(N)=O)c1cccc(C(F)(F)F)c1
→ 0.06, -0.9, i
CCCCC(=O)NC(Nc1nc(C2CC2)cs1)(C(=O)OCC)C(F)(F)F (stereo not given)
→ -0.92, -1.4, i
CC(C)(C)N1CC(C(=O)O)CC1=O (stereo not given)
→ 0.36, 0.9, i
O=C(NCC1CCCO1)c1ccc2c(=O)n(Cc3ccco3)c(SCC(=O)N3CCCC3)nc2c1 (stereo not given)
→ 0.13, -0.5, i
O=C(CNC(=O)c1ccc(Cl)cc1)OCCCOC(=O)CNC(=O)c1ccc(Cl)cc1
→ 0.58, -0.4, i
c1ccc(CCNc2cnccn2)cc1
→ 1.1, 3.4, i
CCCOc1cc2c(C#N)c(N3CCCC3)nc(N)c2c(N)n1
→ 0.43, 0.3, i
Fc1ccc2nc(C3CCCCN3Cc3nc(CC4CC4)no3)[nH]c2c1 (stereo not given)
→ 0.18, -0.1, i

Next section.
Order of values – Kir21 inh, STK33 inh, KCNQ2 block
c1ccc(C(c2ccccc2)c2noc(CN3CCN(CC4CC4)CC3)n2)cc1
→ -2.6, -0.6, i
COc1ccc(CCNC(=O)CSc2nnc3ccc(-c4cccnc4)nn23)cc1OC
→ -0.45, 2.8, i
CCN(CC)C(=O)CSc1nnc(-c2cc3ccccc3cc2O)n1CC
→ -0.48, -1.3, i
CC(=O)Nc1ccc(S(=O)(=O)NCCc2c[nH]c3ccc(C)cc23)cc1
→ 0.01, -2.1, i
COc1cc2c(cc1OC)CN(C(=O)CCOc1ccccc1)CC2
→ -0.17, 2.7, i
CCOc1ccc(OCc2ccc(C(=O)NCC3CCCO3)o2)cc1 (stereo not given)
→ 0.17, -0.3, i
COC(=O)c1ccc(CSc2nc3ccccc3c(=O)n2-c2ccccc2)o1
→ -1.3, -0.7, i
O=C(CN1CCCCC1)N/N=C/c1cc2ccccc2nc1Cl
→ -2.3, -1.5, i
Cc1ccc(S(=O)(=O)NC2CC(=O)N(c3ccc4c(c3)OCCO4)C2)cc1 (stereo not given)
→ 0.08, -0.6, i
COc1ccccc1N(Cc1ccccc1)S(=O)(=O)c1cccc(C(=O)Nc2ccc(C(C)=O)cc2)c1
→ 2, -1.0, i

Next structures
Order of values – Kir21 inh, STK33 inh, KCNQ2 block
CCC(=O)NC(=S)Nc1ccc(NC(=O)COc2ccc(Cl)cc2Cl)cc1
→ 0.08, 0.0, i
CCCc1nc(SCC(=O)Nc2ccccc2)c2c(=O)n(C)c(=O)n(C)c2n1
→ 2.5, -0.6, i
COc1ccc(CNC(=O)C(C)OC(=O)CO/N=C(\C)c2ccc3c(c2)OCO3)cc1 (stereo not given)
→ -6, 0.3, i
COc1ccc(Br)cc1/C=N/N1C(=O)CSC1=S
→ 0.55, -0.2, i
Cc1noc(C)c1COC(=O)C1CCN(S(=O)(=O)c2c(Cl)cccc2Cl)CC1
→ 0.95, 0.4, i
CCCCCCCCCCOC(=O)C[N+](C)(C)CC1CCCCC1O (stereo not given)
→ 0.68, 0.9, i
CC(=O)c1c(C)nn(C(=O)N2CCOCC2)c1C
→ -0.76, -0.7, i
Cc1ccc(C)c(Cn2nnc3c(=O)[nH]c(C4CCCN(S(=O)(=O)Cc5ccccc5)C4)nc32)c1 (stereo not given)
→ 0.91, 1.7, i
O=C1COC(c2ccccc2)C2CCCCN12 (stereo not given)
→ 1.2, -2.1, i
O=S(=O)(Nc1cccc(-n2cnnn2)c1)c1cc(Cl)ccc1Cl
→ 0.86, -1.2, i
CC(C)NC(=O)COC(=O)c1ccc(S(=O)(=O)N2CCCC2)cc1
→ -0.53, -0.5, i

5 structures already listed, sorted by count of non-hydrogen atoms, highest first:
Order of values – Kir21 inh, STK33 inh, KCNQ2 block
Cc1ccc(C)c(Cn2nnc3c(=O)[nH]c(C4CCCN(S(=O)(=O)Cc5ccccc5)C4)nc32)c1 (stereo not given)
→ 0.91, 1.7, i
Cc1noc(C)c1COC(=O)C1CCN(S(=O)(=O)c2c(Cl)cccc2Cl)CC1
→ 0.95, 0.4, i
CC(C)NC(=O)COC(=O)c1ccc(S(=O)(=O)N2CCCC2)cc1
→ -0.53, -0.5, i
CC(=O)c1c(C)nn(C(=O)N2CCOCC2)c1C
→ -0.76, -0.7, i
O=C1COC(c2ccccc2)C2CCCCN12 (stereo not given)
→ 1.2, -2.1, i
